OXTR potentiator: human OXTR potentiators, primary screen, fluorescence, CHO-OTR cells, Fluo-8 calcium. Fluo-8 calcium fluorescence, potentiator mode; 0% = oxytocin EC15, 100% = EC100. activation, % at 3 µM. actives 0.061% (n = 320,000). AID 2445, 2010;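 active = activation above that plate's cutoff, the mean activation of tested compounds plus 3 SD, cut at about 6.6% in these data, passing the limit was not always enough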;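 note: 100% uses oxytocin at 75 nM as the full agonist control; some results filed as inactive read as strong as hits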
Target sequence (P30559 whole entry, looked up): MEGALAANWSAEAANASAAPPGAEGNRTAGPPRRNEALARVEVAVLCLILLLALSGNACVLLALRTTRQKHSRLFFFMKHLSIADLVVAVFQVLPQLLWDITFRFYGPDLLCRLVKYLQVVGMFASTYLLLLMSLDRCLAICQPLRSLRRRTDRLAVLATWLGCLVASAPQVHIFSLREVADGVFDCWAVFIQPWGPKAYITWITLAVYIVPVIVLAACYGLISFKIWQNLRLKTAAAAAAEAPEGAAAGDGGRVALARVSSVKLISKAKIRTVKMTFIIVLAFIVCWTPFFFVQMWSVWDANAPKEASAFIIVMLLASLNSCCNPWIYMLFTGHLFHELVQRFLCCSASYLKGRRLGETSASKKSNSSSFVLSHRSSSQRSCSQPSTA
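assay system = CHO-OTR cells, human receptor | schedule = compound 6 min at room temperature before oxytocin, 100 s read | detection = Fluo-8 intracellular calcium fluorescence, ex 470-495, em 515-575 nm | evaluation = normalized max/min fluorescence ratio, % activation | control set = EC15 oxytocin alone as 0%, 75 nM oxytocin (EC100) as 100%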
CHRM1 PAM: human M1 muscarinic receptor positive allosteric modulators, primary screen, CHO-K1 cells, Fluo-8 calcium fluorescence, 1536-well. AID 588819, 2011. actives 0.088% (n = 360,000). activation, % at 3 µM. CHO-K1 hM1, ACh EC20; 0% = ACh EC20, 100% = maximal ACh; in the data active = activation above about 19%, passing the limit was not always enough
CHRM1 antagonist: human M1 muscarinic receptor antagonists, primary screen, CHO-K1 cells, Fluo-8 calcium fluorescence, 1536-well | Muscarinic acetylcholine receptor M1 (Homo sapiens), P11229 | CHO-K1 hM1, ACh EC80 antagonist | inhibition, % at 3 µM | actives 1.3% (n = 360,000) | AID 588852, 2011;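 active = percent inhibition above its own plate's cutoff, namely the mean of that plate's compound wells plus 3 SD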;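 note: peak over basal fluorescence ratio during 140 s after agonist addition; 0% = ACh EC80 plus DMSO and 100% = DMSO alone without agonist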
CHRM1 agonist: human M1 muscarinic receptor agonists, primary screen, Fluo-8 calcium fluorescence, CHO-K1 cells, HTS; AID 588814, 2011; activation, % at 3 µM; CHO-K1 hM1, agonist mode; 0% DMSO, 100% acetylcholine EC100; Muscarinic acetylcholine receptor M1 (Homo sapiens), P11229; actives 0.33% (n = 360,000);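 active = activation above the run's mean compound activation plus 3 SD, cut at about 16% in these data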;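 note: peak over basal fluorescence ratio within a 140 s kinetic read after compound addition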
CHO parental Ca: ATP-evoked calcium signal inhibitors, parental CHO, primary screen, counter-screen for OX1R antagonist project, cell-based, fluorescence, Fluo-8 calcium dye; parental CHO-K1, ATP-induced calcium, Fluo-8 fluorescence; inhibition, % at 5.6 µM; actives 0.63% (n = 330,000);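 active = inhibition above that plate's mean sample inhibition plus 3 SD, cut at about 26% in these data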;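 note: 0% = ATP-challenged DMSO wells and 100% = DMSO wells without ATP; some compounds past the cut are filed as inactive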
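Test system: parental CHO cells; detection: calcium-sensitive Fluo-8 fluorescence; evaluation: percent inhibition of calcium signal; also added: ATP as calcium-mobilizing challenge; repeats: one well per compound; control set: ATP-challenged DMSO wells low, unchallenged DMSO wells high; compound: single nominal dose of 5.6 µM per compound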
V1aR counter: agonists of human V1a receptor, primary screen, counter-screen for OXTR agonist project, fluorescence, CHO-V1R cells | Vasopressin V1a receptor (Homo sapiens), P37288 | Fluo-8 calcium fluorescence, agonist mode; 0% DMSO, 100% 3 nM vasopressin | activation, % at 3 µM | actives 0.25% (n = 320,000);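 active = activation above the mean activation of all tested compounds plus 3 SD, per screening run, cut at about 20% in these data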;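 note: signal is peak over basal fluorescence ratio across a 100 second FLIPR read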
TAAR1 agonist: human TAAR1 agonists, primary screen, Fluo-8 calcium fluorescence, CHO RD-HGA16 cells. vehicle wells 0%, saturating PEA agonist 100%. activation, % at 3 µM. actives 0.99% (n = 360,000). AID 624467, 2012;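 active = activation above the mean activation of all test compounds in the run plus 3 SD, cut at about 38% in these data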
Target sequence (Q96RJ0 whole entry, looked up): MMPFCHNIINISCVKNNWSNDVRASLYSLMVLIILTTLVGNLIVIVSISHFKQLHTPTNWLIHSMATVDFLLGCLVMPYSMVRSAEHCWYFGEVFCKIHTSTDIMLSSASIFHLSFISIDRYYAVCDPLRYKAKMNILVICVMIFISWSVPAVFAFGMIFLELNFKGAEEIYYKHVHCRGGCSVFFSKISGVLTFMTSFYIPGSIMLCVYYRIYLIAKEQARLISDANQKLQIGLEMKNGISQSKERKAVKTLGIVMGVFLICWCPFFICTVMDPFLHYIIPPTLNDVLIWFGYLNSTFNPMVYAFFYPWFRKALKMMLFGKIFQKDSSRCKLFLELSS
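Assay system: CHO-derived RD-HGA16 cells with stable Gα16 and human TAAR1; timing: 17-24 h seeding, 75 min 37 °C dye, 30 min RT; read-out: % activation from peak over basal fluorescence ratio, DMSO-to-PEA scaled; measured by: kinetic Fluo-8 calcium fluorescence; benchmarks: low control DMSO, high control PEA (EC100); doses: 3 µM single concentration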
OXTR agonist: human OXTR agonists, primary screen, fluorescence, CHO-OTR cells, Fluo-8 calcium | Oxytocin receptor (Homo sapiens), P30559 | Fluo-8 calcium fluorescence; normalized: DMSO 0%, oxytocin 100% | activation, % at 3 µM | actives 0.32% (n = 320,000);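 active = activation above the mean of all tested compounds plus 3 SD, cutoff set per screening run, cut at about 20% in these data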;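 note: peak over basal fluorescence ratio from a 100 s FLIPR kinetic read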
TAAR1 antag: human TAAR1 antagonists, primary screen, Fluo-8 calcium fluorescence, CHO RD-HGA16 cells | Trace amine-associated receptor 1 (Homo sapiens), Q96RJ0 | antagonist | inhibition, % at 3 µM | actives 1.5% (n = 360,000);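 active = inhibition above a per-plate cutoff, the mean inhibition of test compounds on that plate plus 3 SD, cut at about 49% in these data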;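 note: 0% = DMSO plus EC80 beta-PEA response and 100% = DMSO alone without agonist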
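System: CHO RD-HGA16 cells bearing hTAAR1. Reagent: EC80 β-phenethylamine stimulus. Schedule: seeding 17-24 h prior, 75-min 37 °C, 30-min RT dye loading. Signal: Fluo-8 intracellular calcium dye fluorescence, real-time kinetic reads. Read-out: % inhibition from peak post-agonist over basal fluorescence ratio. Benchmarks: vehicle wells and EC80 agonist wells. Replicates: n of 1.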
Active calls of the source: *; nt = no result given.

Results follow in this order: OXTR potentiator | CHRM1 PAM | CHRM1 antagonist | CHRM1 agonist | CHO parental Ca | V1aR counter | TAAR1 agonist | OXTR agonist | TAAR1 antag
1: C=C1CCC[C@]2(C)C[C@H]3OC(=O)C(CN[C@@H](C)c4ccccc4)[C@H]3CC12 (stereo partly drawn)
→ nt | 3 | -2 | -1 | nt | nt | 28 | nt | -3
2: Cc1c(C(=O)NCc2cccnc2)sc2nc(-c3ccccc3)cn12
→ -8 | -1 | 4 | -1 | 2 | 2.2 | 2 | 1.1 | -6
3: COC(=O)c1c(NC(=O)COC(=O)CCc2ccc(S(=O)(=O)N3CCOCC3)cc2)sc2c1CCC2
→ -13 | 9 | -6 | -1 | -2 | 1.6 | 1 | 18 | -28
4: CCOc1ccc(C(=O)Nc2ccc(N3CCN(C(=O)c4ccco4)CC3)cc2)cc1Br
→ nt | 13 | -11 | -1 | nt | nt | 8 | nt | 43
5: COc1ccccc1N1CCN(C2CCCN(C(=O)c3ccccn3)C2)CC1 (stereo not drawn)
→ -8 | 3 | 4 | -3 | 5 | -1.5 | 2 | -0.1 | -14
6: Cc1sc2nc(C3CC3)nc(N3CCN(C(=O)c4ccc(Cl)cc4)CC3)c2c1C
→ 5 | 3 | -12 | -6 | -47 | -0.3 | -1 | 0.1 | -26
7: O=C(COc1ccc(S(=O)(=O)N2CCCC2)cc1Cl)NCc1ccccn1
→ -6 | 2 | 2 | -5 | -20 | 0.1 | 2 | 0.2 | -8
8: CC(C)CC(=O)NC(c1ccccc1)c1c(O)ccc2ccccc12 (stereo not drawn)
→ -10 | 4 | -6 | -7 | -6 | -0.3 | -2 | -3.1 | -13
9: CC(C)n1cnc2c(NCc3ccccc3)nc(NCc3ccccc3)nc21
→ -3 | 6 | -11 | -3 | -10 | -0.1 | 9 | -1.4 | 3
10: CSc1ccc(CNC(=O)C2(C)CCCN(C(C)=O)C2)cc1 (stereo not drawn)
→ nt | 8 | -7 | -4 | nt | nt | 1 | nt | -13
11: Cc1ccc(C(=O)NC(Cc2ccccc2C(F)(F)F)C(=O)O)cc1 (stereo not drawn)
→ nt | 4 | -1 | -2 | -2 | nt | -1 | nt | -2
12: COc1ccc(S(=O)(=O)N2CCOCC2)c(C)c1C
→ 0 | 2 | -26 | -2 | -4 | 0.1 | 1 | -0.2 | -4
13: CCN1C(=O)CC(N2CCC(Cc3ccccc3)CC2)C1=O (stereo not drawn)
→ -13 | 1 | 1 | -3 | -4 | -0.5 | 4 | -1.5 | 2
14: Cc1ccccc1OCCC(=O)OCC(=O)NC1CCCC1
→ 2 | 6 | -2 | -3 | -8 | -0.6 | 2 | -1.0 | -10
15: C[C@H]1CN([C@@H](C)CO)C(=O)c2cccc(NC(=O)Nc3ccc(C(F)(F)F)cc3)c2O[C@@H]1CN(C)S(=O)(=O)c1ccccc1
→ -2 | 8 | -9 | -5 | 9 | 0.5 | 1 | -0.4 | 9
16: COC(=O)c1c(NS(C)(=O)=O)sc2c1CCCC2
→ -6 | 0 | -7 | -2 | 5 | 0.3 | 6 | -0.1 | 10
17: CSCCC(Nc1nc2ccccc2s1)C(=O)O (stereo not drawn)
→ -2 | 10 | -8 | -3 | -4 | 0.8 | 2 | 0.3 | -3
18: CCN(CC(=O)NCc1cccs1)C(=O)c1cccc(S(=O)(=O)Nc2ccccc2Cl)c1
→ -14 | 8 | -5 | -1 | -17 | -0.5 | 4 | -0.3 | 3
19: O=C(NCc1ccccc1)c1c[nH]c2ccc(S(=O)(=O)Nc3ccc4c(c3)OCCO4)cc2c1=O
→ -15 | -1 | 8 | -3 | 2 | 0.8 | 6 | -1.0 | 12
20: CCOC(=O)N1CCN(c2ccc(S(=O)(=O)N(Cc3ccccc3)Cc3ccccc3)cn2)CC1
→ -10 | -1 | 0 | -3 | 11 | 3.0 | 3 | 0.8 | 34

3 entries from above, screen by screen.
16	COC(=O)c1c(NS(C)(=O)=O)sc2c1CCCC2
20	CCOC(=O)N1CCN(c2ccc(S(=O)(=O)N(Cc3ccccc3)Cc3ccccc3)cn2)CC1
17	CSCCC(Nc1nc2ccccc2s1)C(=O)O (stereo not drawn)
assay / compound,16,20,17
OXTR potentiator,-6,-10,-2
CHRM1 PAM,0,-1,10
CHRM1 antagonist,-7,0,-8
CHRM1 agonist,-2,-3,-3
CHO parental Ca,5,11,-4
V1aR counter,0.3,3.0,0.8
TAAR1 agonist,6,3,2
OXTR agonist,-0.1,0.8,0.3
TAAR1 antag,10,34,-3

The listing continues.
Results follow in this order: OXTR potentiator | CHRM1 PAM | CHRM1 antagonist | CHRM1 agonist | CHO parental Ca | V1aR counter | TAAR1 agonist | OXTR agonist | TAAR1 antag
21: COc1ccc(-c2cc3c(=O)n(CC(=O)Nc4cccc(Cl)c4)ncn3n2)cc1
→ -6 | 4 | -6 | -1 | -3 | 0.7 | 2 | 0.3 | -19
22: Cc1ccc(NC(=C(C#N)C#N)c2ccccc2)cc1
→ nt | -1 | -6 | -3 | nt | nt | -1 | nt | 0
23: COc1nc(OC)nc(Oc2ccc([N+](=O)[O-])cc2Cl)n1
→ -4 | 5 | -6 | -8 | -22 | -0.2 | 2 | -0.5 | 4
24: O=C(NCCCN1CCOCC1)c1sc2cc(F)ccc2c1Cl
→ -10 | 10 | -1 | -7 | -6 | 0.2 | 3 | -0.8 | 6
25: Cc1cccc(NC(=S)NNC(=O)c2cc3c(s2)CCC(C)C3)c1C (stereo not drawn)
→ -9 | 11 | -7 | -5 | -28 | 2.8 | 0 | -1.7 | -7
26: O=C(Cn1cnc2c(cnn2-c2ccccc2)c1=O)Nc1ccc(S(=O)(=O)N2CCOCC2)cc1
→ 2 | -2 | -4 | -6 | -6 | 2.5 | 5 | 0.2 | 33
27: CCOc1ccc(/C(O)=C2\C(=O)C(=O)N(CCN(C)C)C2c2cc(OC)ccc2OC)cc1Cl (stereo not drawn)
→ nt | 0 | -14 | -2 | nt | nt | 5 | nt | -18
28: O=C(Oc1ccccc1)N1CCN(c2ccccc2F)CC1
→ nt | 10 | -13 | -4 | nt | nt | 12 | nt | -17
29: Cc1ccc(-c2csc(C(O)c3ccc(F)c(F)c3)n2)cc1C (stereo not drawn)
→ nt | 2 | -6 | -4 | nt | nt | 1 | nt | -9
30: CCn1c(SCC(=O)Nc2nc3ccccc3s2)nnc1-c1ccc(OC)cc1
→ -11 | 0 | -15 | -2 | 39* | 5.8 | 17 | 3.5 | -9
31: COC(=O)c1[nH]c2ccc(C)cc2c1NC(=O)CN1CCN(c2ccc(F)cc2)CC1
→ -10 | 3 | 1 | -3 | -13 | -0.1 | 16 | -0.3 | 34
32: O=C(NCc1ccccc1)[C@]1(C(F)(F)F)C[C@H](CCc2ccccc2)CCCO1
→ -5 | 5 | -6 | -8 | -16 | -0.3 | 8 | -1.3 | 1
33: O=C(Cc1ccccc1[N+](=O)[O-])NCC(=O)c1ccc2c(c1)OCO2
→ nt | 6 | -18 | -2 | nt | nt | 0 | nt | 14
34: CCOC(=O)CCCCCC(=O)Nc1ccc2c(c1)CC(=O)N([C@H](C)CO)C[C@H](C)[C@H](CN(C)S(=O)(=O)c1ccc(OC)cc1)O2
→ -4 | 2 | -1 | -12 | -30 | 1.7 | 11 | 1.7 | 24
35: CSCC(C)N1CCC(CO)(CCCc2ccccc2)CC1 (stereo not drawn)
→ -13 | -9 | 8 | -15 | -36 | 2.0 | 6 | -0.6 | -12
36: CCOc1ccc(S(=O)(=O)N(C)CC(=O)NCc2ccccn2)cc1
→ -7 | 6 | -7 | -4 | 3 | -0.9 | -1 | 0.1 | -4
37: OCc1ccc(OCCCOc2cccc3cccnc23)cc1
→ -7 | -4 | 2 | -5 | -6 | 2.7 | 6 | 4.3 | -4
38: O=C(c1ccccc1)c1nccn1-c1ccc(Cl)nn1
→ 5 | 2 | -3 | -1 | 1 | 0.5 | 0 | -0.6 | 3
39: Cc1ccc(-c2csc(NC(=O)Cn3[nH]c(=O)c4ccccc4c3=O)n2)cc1
→ -7 | -19 | 22 | -4 | -7 | 1.8 | 17 | -0.1 | 35
40: CCCCCCC(CC(=O)NCc1cccnc1)CC(=O)NCc1cccnc1
→ -2 | 6 | -13 | -6 | -17 | 0.6 | 0 | -0.2 | -22

Fetched by compound from above:
Results follow in this order: OXTR potentiator | CHRM1 PAM | CHRM1 antagonist | CHRM1 agonist | CHO parental Ca | V1aR counter | TAAR1 agonist | OXTR agonist | TAAR1 antag
7: O=C(COc1ccc(S(=O)(=O)N2CCCC2)cc1Cl)NCc1ccccn1
→ -6 | 2 | 2 | -5 | -20 | 0.1 | 2 | 0.2 | -8
21: COc1ccc(-c2cc3c(=O)n(CC(=O)Nc4cccc(Cl)c4)ncn3n2)cc1
→ -6 | 4 | -6 | -1 | -3 | 0.7 | 2 | 0.3 | -19
